Source: PubChem BioAssay (National Center for Advancing Translational Sciences (NCATS))
KDM5B inhibitor – inhibitors of human KDM5B histone demethylase | Q9UGL1 | KDM5B demethylase, FDH-coupled NADH fluorescence (FDH is formaldehyde dehydrogenase) | Potency, µM (titrated, usually from 57.7 µM), inactives show at the highest dose activity change, negative = inhibition, hits mostly inhibitors | hit rate 2.6% among 220,000; active means well fitted inhibition curve with a large enough effect; inconclusive means small, poorly fitted or top-dose-only effect; inactive means no such curve, though single readings can be large or run the other way; further: 0% is about no effect; nearly all actives have a fitted effect of over 70% in size
Target sequence (Q9UGL1 whole entry, looked up): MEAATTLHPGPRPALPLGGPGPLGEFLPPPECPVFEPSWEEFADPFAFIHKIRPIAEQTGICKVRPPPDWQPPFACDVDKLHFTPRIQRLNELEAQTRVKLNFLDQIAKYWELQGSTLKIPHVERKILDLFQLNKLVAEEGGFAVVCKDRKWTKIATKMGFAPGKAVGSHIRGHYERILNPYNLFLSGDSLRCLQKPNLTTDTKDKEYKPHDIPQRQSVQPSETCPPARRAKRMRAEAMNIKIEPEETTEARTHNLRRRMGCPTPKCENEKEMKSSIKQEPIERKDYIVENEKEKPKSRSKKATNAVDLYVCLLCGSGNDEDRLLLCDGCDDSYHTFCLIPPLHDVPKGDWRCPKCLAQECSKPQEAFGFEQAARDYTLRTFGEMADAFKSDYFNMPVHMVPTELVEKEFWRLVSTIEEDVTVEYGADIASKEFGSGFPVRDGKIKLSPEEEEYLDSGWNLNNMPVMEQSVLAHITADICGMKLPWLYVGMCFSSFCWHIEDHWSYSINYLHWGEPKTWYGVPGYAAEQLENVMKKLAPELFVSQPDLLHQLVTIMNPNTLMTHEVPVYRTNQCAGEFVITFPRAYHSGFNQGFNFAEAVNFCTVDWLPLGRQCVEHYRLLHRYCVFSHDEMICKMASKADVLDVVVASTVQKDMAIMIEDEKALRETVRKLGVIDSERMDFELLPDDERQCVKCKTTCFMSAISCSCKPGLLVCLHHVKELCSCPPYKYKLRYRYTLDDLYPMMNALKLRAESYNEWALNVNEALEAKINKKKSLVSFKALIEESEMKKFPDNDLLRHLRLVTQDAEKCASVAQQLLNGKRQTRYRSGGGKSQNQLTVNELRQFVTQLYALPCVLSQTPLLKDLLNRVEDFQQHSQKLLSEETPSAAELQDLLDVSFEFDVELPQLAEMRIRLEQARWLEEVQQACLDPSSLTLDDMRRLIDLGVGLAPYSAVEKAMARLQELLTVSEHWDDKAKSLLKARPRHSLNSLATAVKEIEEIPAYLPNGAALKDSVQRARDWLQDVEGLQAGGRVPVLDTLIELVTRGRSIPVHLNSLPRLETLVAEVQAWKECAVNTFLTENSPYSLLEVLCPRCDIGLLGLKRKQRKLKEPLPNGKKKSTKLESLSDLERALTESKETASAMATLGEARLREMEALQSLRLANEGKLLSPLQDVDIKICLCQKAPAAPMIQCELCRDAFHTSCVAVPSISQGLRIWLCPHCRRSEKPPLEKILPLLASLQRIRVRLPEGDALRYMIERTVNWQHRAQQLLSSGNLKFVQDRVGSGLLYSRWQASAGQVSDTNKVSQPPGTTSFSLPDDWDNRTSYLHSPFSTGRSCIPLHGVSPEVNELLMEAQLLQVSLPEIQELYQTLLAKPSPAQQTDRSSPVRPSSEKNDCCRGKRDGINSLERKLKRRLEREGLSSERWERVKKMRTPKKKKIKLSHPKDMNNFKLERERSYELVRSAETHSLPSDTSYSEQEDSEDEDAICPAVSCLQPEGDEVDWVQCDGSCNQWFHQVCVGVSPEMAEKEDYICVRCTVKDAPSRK
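Measured: NADH fluorescence change, 30 min, RT. System: KDM5BΔAP 200 nM final, H3K4me3 peptide, α-KG, Fe(II), ascorbate, NAD⁺ plus FDH, pH 7.5 HEPES. Compounds: titrated, 10 min pre-incubation with enzyme.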
Numbers without * were called inactive; i = inactive; ? = inconclusive; & = joins results of further samples; [ ] = remark or other dose. Potency means the concentration at half of the fitted maximal effect. This is a subset (hit frequency here may not be typical).

KDM5B inhibitor	SMILES
12.1%	Cc1ccc(COc2cccc(CNc3ncn[nH]3)c2)cc1
-6.2%	CCCNC(=O)C1CN(S(=O)(=O)c2ccc(C)cc2)c2ccccc2O1 (stereo not given)
-48.6%	CC(C)(C)c1ccc2c(c1)N(CC(=O)NCCCN1CCN(c3ccccc3F)CC1)C(=O)CO2
-11.8%	COc1ccccc1NC(=O)CC1Sc2ccccc2NC1=O (stereo not given)
-13.7%	O=C(Cc1cccs1)N1CCC(n2cc(-c3nc(-c4ccccc4)no3)nn2)C1 (stereo not given)
-20.3%	Cc1nn(-c2ccc(F)cc2)c(Oc2cccc(F)c2)c1CCC(=O)N1CCSCC1
-4.6%	CCN1C(=O)C2(C(C(=O)c3ccc(C)o3)=C(O)C(=O)N2CCCN(C)C)c2ccccc21 (stereo not given)
?	COc1ccccc1-c1c(C#N)c(N)nc2c1CCC2
-6.8%	COc1ccc(C(C)=O)cc1Br
8.9%	Cc1cc(C)c(OCC(=O)Nc2ccccc2N2CCCC2=O)c(C)c1
-0.4%	CC(Sc1nc2ccccc2n1C)C(=O)NCc1ccc2c(c1)OCO2 (stereo not given)
30.3%	CCCCN(C)CCCNC(=O)C1(O)c2ccccc2NC(=O)N1c1ccc(Cl)cc1 (stereo not given)
-5.6%	O=C(COC(=O)CCc1nc2ccccc2s1)Nc1ccc([N+](=O)[O-])cc1C(F)(F)F
-33.2%	CN(C)c1ccc(NC(=O)Cn2c(SCc3ccc(F)cc3)nc3ccncc32)cc1
?	O=C(Cn1c(-c2cccs2)cc2cc(F)ccc21)N1CCN(c2ccccc2)CC1
3.3%	Cc1ccc(NC(=O)N2CCCN(S(=O)(=O)c3ccccc3)CCC(=O)NCC2)cc1C
6.31µM*	N#Cc1cccc(NC(=O)O[C@@H]2CO[C@H]3[C@@H]2OC[C@@H]3Nc2nccc(-c3cccc(F)c3)n2)c1
31.6µM*	Cc1ccccc1C(=O)NC1CCN(c2nc3ncccc3o2)CC1
?	COc1ccc(CN(C)C(=O)c2ccc3oc(C)cc3c2)c2cccnc12
12.3%	CCOC(=O)c1c(C)n(C)c2ccc(OCC#N)cc12
20µM*	Cc1ccc(NC(=O)C2CC(=O)N(c3n[nH]c4cccc(F)c34)C2)cc1 (stereo not given)
13.5%[149 µM]	O=C(C1CCCC1)N1CCC(Cc2ccccc2)(C(=O)O)CC1
-14.7%	COc1cccc(C(=O)Nc2cccc(OCc3cc(=O)n4cccc(C)c4n3)c2)c1
-1.3%	CCN(Cc1ccccc1)C(=O)c1c(C)oc2ccn(Cc3ccccc3F)c(=O)c12
-17.0%	Cc1ccc(NC(=S)NCCC(c2ccccc2)c2ccccc2)cc1
11.2%	CCC(c1cccs1)N1C(=O)[C@H]2CN(S(=O)(=O)c3cc(F)cc(F)c3)C[C@H]2C1=O (stereo not given in full)
?	CCc1ccc(CNc2ccc3c(c2)ncn3C(C)(C)C)cc1
-0.8%	O=S(=O)(NCc1nc2cccnc2n1Cc1ccc(F)cc1)c1ccc(Cl)s1
-6.9%	O=C(Nc1cnc(-c2cccc(Cl)c2)nc1)c1ccc(F)cc1Cl
?	COc1cccc(C2CC(=O)Nc3nc(N)sc32)c1OCc1ccccc1 (stereo not given)
-6.9%	NCc1nc2cccnc2n1Cc1ccccc1Cl
6.6%	O=C(CC1CCCC1)N1CC(c2nnc(-c3ccncc3)o2)C2(CCOCC2)C1 (stereo not given)
23.1%	CCOC(=O)CNC(=O)C1(/C=C/c2ccccc2)CC(=O)N1c1ccc(OC)cc1 (stereo not given)
-18.6%	CCC(C)(Nc1ccccc1)c1nnnn1-c1cccc(C)c1 (stereo not given)
8.5%	CCOc1ccc(NC(=O)CN2CCN(CC(=O)Nc3ccc(OC)cc3)CC2)cc1
13.1%	COC(=O)C1=CN(CC(=O)NCc2ccccc2)S(=O)(=O)N=C1C
-8.7%	CS(=O)(=O)c1ccc(N2CCN(S(=O)(=O)c3cccs3)CC2)c([N+](=O)[O-])c1
?	COC(=O)c1cnn(-c2ccc(C(=O)Nc3cc(OC)c(OC)c(OC)c3)cc2)c1N
-0.3%	CNS(=O)(=O)Cc1ccccc1CNC(=O)c1cccc(F)c1
-24.4%	COc1ccc(N2CCN(CCCNC(=O)c3sc4ncccc4c3-n3cccc3)CC2)cc1
6.1%	COc1ccc(S(=O)(=O)c2cc3c(cc2NC(=O)c2ccccc2Cl)n(C)c(=O)n3C)cc1
-28.9%	Cc1noc(C)c1CN1CC(C(=O)NCc2ccncc2)C2(CCOCC2)C1 (stereo not given)
-20.1%	CCN1CCN(C(c2ccccc2Cl)c2sc3nc(-c4ccco4)nn3c2O)CC1 (stereo not given)
-5.2%	COc1cc(C)ccc1OCC(=O)c1ccc2c(c1)N(CC(=O)NCc1ccco1)C(=O)CO2
-7.4%	COc1ccc2cc(CN(C)C(=O)CNC(=O)c3ccc(Cl)cc3Cl)ccc2c1
i	CC(C)Oc1ccc(CNC(=O)Cn2nc(N3CCN(c4ccccc4)CC3)ccc2=O)cc1
8.4%	Cc1csc(SCC(=O)Nc2ccccc2C(N)=O)n1
?	COc1cc(C2CC(=O)Oc3c2c(=O)[nH]c2ccccc32)cc(OC)c1OC (stereo not given)
12.9%	COc1cc(C(=O)Nc2ccc3c(c2)NC(=O)C(C)O3)cc(OC)c1OC (stereo not given)
7.2%	CC(C)c1nncn1C1CCN(S(=O)(=O)c2ccc(Br)s2)CC1

(continued)
KDM5B inhibitor	SMILES
-22.0%	CCc1ccc(NC(=O)CCCc2nnc3n(CC(C)C)c(=O)c4sccc4n23)cc1
-17.8%	Cc1nnc(SCc2nc(-c3ccc(Cl)cc3)no2)n1-c1ccc(F)cc1
-29.6%	Cc1cc(C(=O)N2CCC3(CCCNC3=O)C2)ccc1N1CCOCC1 (stereo not given)
0.6%	COc1ccc(CNC(=O)CC2CCN(C(=O)c3ccc4nc(-c5ccc(C)cc5)oc4c3)CC2)cc1
12.2%[86.2 µM]	Cc1ccsc1CN1C[C@@H]2C(C(=O)N3CCOCC3)=NO[C@@H]2C1
?	CCOc1cc2c(cc1/C=C/C(=O)O)OC(C)C2 (stereo not given)
39.8µM*	CN(C)CCOCC1(C)COc2ccc(C(=O)NCc3ccc(F)cc3)cc2N1 (stereo not given)
-9.2%	CC(C)NC(=O)NC(=O)CN1CCCc2c(C(=O)NC(C)C)cccc21
7.4%	COc1ccc(-c2cc(NC(=O)c3ccco3)n(C3CCS(=O)(=O)C3)n2)cc1 (stereo not given)
?	COc1ccc(C2CC(=O)N(CC(=O)Nc3ccc(C)c(Cl)c3)c3ccccc3S2)cc1OC (stereo not given)
24.7%[115 µM]	O=C(c1ccncc1)N1CC2CCC(C1)N2Cc1cccc(-c2ccc(F)cc2F)c1
11.6%	CCN1C(=O)CCC2(C(=O)N3CCOCC3)CCCC=C12 (stereo not given)
5.3%[149 µM]	O=C1NCc2ccccc2CC12CCCN2CC1CC=CCC1 (stereo not given)
-18.0%	N#Cc1c(N)n(-c2ccc(N)cc2)c2nc3ccccc3nc12
-2.3%	O=C(NCC1CCOCC1)Nc1ccccc1C(F)(F)F
8.0%	CC(C)NC(=O)/C=C/c1ccc([N+](=O)[O-])cc1
-13.2%	CC(=O)N(/C=C1\SC(=S)N(c2ccccc2)C1=O)c1ccccc1
-3.4%	CCn1cc(C(=O)NCCc2ccc(Cl)cc2)c(=O)c2cc(S(=O)(=O)N(C)C3CCCCC3)ccc21
?	Cc1ccc(-n2nc(C)c([C@@H]3C=C[C@@H](NCc4cccc(C#N)c4)C3)c2C)cc1Cl
4.3%	CCc1cccc2c(C(=O)CSc3nnnn3C3CC3)c[nH]c12
-27.3%	COc1ccc(C)cc1NC(=O)CSc1nc(=O)[nH]c2c1CCCC2
3.3%	CCc1ccccc1NC(=O)c1cc(S(=O)(=O)NC2CC2)ccc1C
34.4%[activator]	CCN(C(=O)COC(=O)CSc1ccc(F)cc1)c1c(N)n(Cc2ccccc2)c(=O)[nH]c1=O
8.9%&-29.6%	CC(=O)c1cccc(NC(=O)CSc2nnc3ccc(-c4ccc(C)cc4)nn23)c1
-25.4%	CC(NC(=O)c1[nH]c2ccccc2c1Cl)c1ccc(F)cc1 (stereo not given)
-19.1%	CN1C(=O)CCCCC1C(=O)NCCN1CCCCC1 (stereo not given)
?	N#CC1(NC(=O)CSc2nc(-c3cccs3)nc3ccccc23)CCCC1
37.9%&11.2%	O=C(COC(=O)COc1ccccc1)NC12CC3CC(CC(C3)C1)C2
30.6%	COCc1noc([C@@H]2CC(F)(F)CN2C(=O)c2occc2C)n1
28.2µM*	Cc1nn2c(c1-c1ccccc1-c1ccccc1)N(Cc1cccc(O)c1)CCC2

Arranged by formula weight (rising): some entries from above.
KDM5B inhibitor	SMILES
8.0%	CC(C)NC(=O)/C=C/c1ccc([N+](=O)[O-])cc1
-19.1%	CN1C(=O)CCCCC1C(=O)NCCN1CCCCC1 (stereo not given)
-18.0%	N#Cc1c(N)n(-c2ccc(N)cc2)c2nc3ccccc3nc12
-2.3%	O=C(NCC1CCOCC1)Nc1ccccc1C(F)(F)F
-25.4%	CC(NC(=O)c1[nH]c2ccccc2c1Cl)c1ccc(F)cc1 (stereo not given)
30.6%	COCc1noc([C@@H]2CC(F)(F)CN2C(=O)c2occc2C)n1
37.9%&11.2%	O=C(COC(=O)COc1ccccc1)NC12CC3CC(CC(C3)C1)C2
3.3%	CCc1ccccc1NC(=O)c1cc(S(=O)(=O)NC2CC2)ccc1C
-27.3%	COc1ccc(C)cc1NC(=O)CSc1nc(=O)[nH]c2c1CCCC2
?	N#CC1(NC(=O)CSc2nc(-c3cccs3)nc3ccccc23)CCCC1
28.2µM*	Cc1nn2c(c1-c1ccccc1-c1ccccc1)N(Cc1cccc(O)c1)CCC2
8.9%&-29.6%	CC(=O)c1cccc(NC(=O)CSc2nnc3ccc(-c4ccc(C)cc4)nn23)c1
34.4%[activator]	CCN(C(=O)COC(=O)CSc1ccc(F)cc1)c1c(N)n(Cc2ccccc2)c(=O)[nH]c1=O
-3.4%	CCn1cc(C(=O)NCCc2ccc(Cl)cc2)c(=O)c2cc(S(=O)(=O)N(C)C3CCCCC3)ccc21

Reprinted from above, 2 compounds:
KDM5B inhibitor	SMILES
30.6%	COCc1noc([C@@H]2CC(F)(F)CN2C(=O)c2occc2C)n1
28.2µM*	Cc1nn2c(c1-c1ccccc1-c1ccccc1)N(Cc1cccc(O)c1)CCC2

Next compounds:
KDM5B inhibitor	SMILES
?	CN1CCN(c2nc3ccccc3nc2NS(=O)(=O)c2ccc(Br)cc2)CC1
11.1%	Cc1ccc(Cn2c(C3CCN(C(=O)c4cc(C)cc(C)c4)CC3)n[nH]c2=O)cc1
-3.8%	NC(=O)[C@@H](Cc1ccccc1)NC(=O)C1=C[C@@H](NC(=O)CC2(CC(=O)O)CCCC2)[C@@H](O)[C@H](O)C1
13.2%	C=CC[C@H]1CC=C[C@H](CC=C)N1
-7.9%	CC(=O)c1ccc(N2CCN(c3ncnc4onc(C)c34)CC2)cc1
23.9%	Cc1cc(C(=O)N2CCC3(CC2)N=C(CC(C)C)NC3=O)n(C)n1
-3.4%	O=C(C1CCN(S(=O)(=O)c2ccc(Br)s2)CC1)N1CCN(c2cccc(Cl)c2)CC1
5.6%	COc1ccc(N2C(=O)CSC23CCN(C(=O)Nc2ccccc2)CC3)cc1
-24.3%	O=C(Cc1ccccc1Cl)NC1CCN(c2cc(C(F)(F)F)ncn2)CC1
93.1%[activator]	Nc1nccnc1C(=O)NCCNc1cnccn1
-6.9%	O=C(COC(=O)c1ccc2ccccc2n1)Nc1ccc(F)cc1
16.5%	CCN1C(=O)CCN(S(=O)(=O)c2ccc3c(c2)CCC3)CC12CCOCC2
13.6%	CN(C)C(=O)c1ccc2oc(CN3CCN(C(=O)Nc4cccc(Cl)c4)CC3)nc2c1
?	CCCN(Cc1nccn1C)C(=O)CC1C(=O)NCCN1CC1CCCCC1 (stereo not given)
i	CNC(=O)N1CCc2c(sc3ncnc(NCCCOC)c23)C1
9.9%	CC(C)c1cc(C(=O)NC(C2CC2)C2CC2)c2cnn(C(C)C)c2n1
?	Cc1cc(C)n2ncc(-c3noc(C(=O)NC4CCCC4)n3)c2n1
4.9%	CS(=O)(=O)N1CCOC(Cn2ccnc2-c2ccc(CO)o2)C1 (stereo not given)
?	CCN(C(=O)CSc1nc2cc(S(=O)(=O)N(CC)CC)ccc2o1)C1CCS(=O)(=O)C1 (stereo not given)
5.1%	C#CC[N+]1(CC#Cc2ccccc2)CCOCC1
0.5%	CC(C)CN1C(=O)CO[C@H](c2ccc(NS(=O)(=O)c3cccc(F)c3)cc2)[C@H]1CO
?	CN(C)c1ccc(CN2CCOC[C@H]2c2nc(C(C)(C)C)co2)cc1
?	CCOC(=O)c1cc2c(=O)n3ccccc3nc2n(CCOC)c1=NC(=O)c1cc2ccccc2o1
30.1%	Cc1ccccc1C(=O)N1CCC2(CCN(Cc3cnc[nH]3)CC2)C(CO)C1 (stereo not given)
4.3%	Cc1nnsc1C(=O)NNc1ccc(C(C)C)cc1
1.8%	O=S(=O)(c1ccc2c(c1)CCO2)N1CCN(Cc2ccccc2)CC1
-12.5%	O=C(CSc1nnc(Cc2cccs2)n1C1CC1)c1c[nH]c(C(=O)N2CCCC2)c1
-1.5%	COc1cc(OC)cc(C(=O)NC(C(=O)N2CCC2)C(C)C)c1 (stereo not given)
19.9%	O=C(Nc1ccc(F)cc1)Nc1cccnc1Cl
11.4%	COc1ccc(C(=O)N2CCC3(CC2)C(OC)C(=O)N3c2cccc(F)c2)c(OC)c1 (stereo not given)
-18.8%	Cc1ccc(CN2c3ccccc3-c3nc(SCC(=O)NCCc4ccccc4)ncc3S2(=O)=O)cc1
4.7%[86.2 µM]	O=C1[C@@H]2C[C@@H](CN2C(=O)C2CC2)Oc2ccccc2N1Cc1ccccn1
-0.5%	N#CC1=C(SCC(=O)Nc2ccccc2)NC(=O)C(C#N)C12CCCC2 (stereo not given)
-6.8%	CCC(C)c1ccc(-c2csc(NC(=O)Cn3c(=O)c4c(ncn4C)n(C)c3=O)n2)cc1 (stereo not given)
